Assay outcomes: PubChem BioAssay, Broad Institute
E-selectin induc – E-selectin induction on HUVECs | P16581 | HUVEC E-selectin immunofluorescence imaging; normalized: neutral wells 0, TNF-alpha wells 100 | activation, % at 7.58 µM | hit rate 0.37% among 260,000;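 active = mean E-selectin-positive cell signal at least 10% of the positive control, reached in at least 60% of replicates, without over 20% cell loss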;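 note: in these data hits start at about 27%; measured in HUVEC primary endothelial cells; signal is the percent of cells scored E-selectin positive by PE staining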
Target sequence (P16581 whole entry, looked up): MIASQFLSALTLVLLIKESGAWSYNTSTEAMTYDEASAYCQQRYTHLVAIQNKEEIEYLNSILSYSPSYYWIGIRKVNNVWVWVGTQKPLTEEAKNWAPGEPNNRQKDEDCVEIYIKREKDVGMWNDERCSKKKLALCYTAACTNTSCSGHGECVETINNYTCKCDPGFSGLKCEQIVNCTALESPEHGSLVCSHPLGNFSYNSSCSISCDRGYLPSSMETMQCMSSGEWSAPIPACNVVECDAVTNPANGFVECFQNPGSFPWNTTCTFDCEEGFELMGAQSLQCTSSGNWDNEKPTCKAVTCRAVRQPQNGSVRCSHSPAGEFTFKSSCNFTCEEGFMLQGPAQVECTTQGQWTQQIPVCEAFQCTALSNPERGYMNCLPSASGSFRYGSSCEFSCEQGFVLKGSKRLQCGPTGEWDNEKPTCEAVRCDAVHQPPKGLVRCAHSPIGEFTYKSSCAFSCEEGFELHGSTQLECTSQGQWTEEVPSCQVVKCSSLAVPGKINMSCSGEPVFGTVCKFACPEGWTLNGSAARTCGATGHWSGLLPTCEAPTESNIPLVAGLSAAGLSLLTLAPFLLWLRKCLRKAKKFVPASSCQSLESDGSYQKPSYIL
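Test system: HUVEC | Signal: Immunofluorescence imaging | Read-out: Percent E-selectin-positive cells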
EWS-Fli inh – blocks EWS/Fli oncoprotein-driven transcription; AID 651661; inhibition, % at 12.6 µM; hit rate 0.67% among 350,000; A673 NR0B1-luciferase reporter, viability-normalised;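 active = mean inhibition of at least 50% after viability correction, with every replicate also passing that limit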;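 note: firefly luciferase signal divided by Alamar Blue viability fluorescence both relative to DMSO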
FN deposit inh – fibronectin deposition inhibition | AH1F fibroblasts, Alexa488-fibronectin deposition fluorescence, overnight | AID 743247 | hit rate 0.086% among 350,000 | inhibition, % at 12.6 µM;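 active = mean inhibition across replicates of 30% or more, regardless of how many single replicates reach that level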;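 note: positive control wells lacked labelled fibronectin entirely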
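Assay system: AH1F fibroblast monolayer, labelled fibronectin deposition. Amount: 10000 cells per well. Also added: labelled fibronectin 24 nM. Compound: single-point pinned compound. Incubation: cell attachment 1 h, compound and FN exposure overnight. Detection: fluorescence after three HBSS washes, excitation 485 nm, emission 525 nm. Read-out: inhibition of fibronectin deposition signal.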
RAD54 inh – RAD54 (human) branch migration inhibition. Q92698. RAD54 Holliday junction branch migration, FAM/BHQ fluorescence. inhibition, % at 10.4 µM. hit rate 0.14% among 360,000. AID 602329;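 active = mean normalized replicate activity at least 40 and at least half of replicates scoring 40 or more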;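 note: 0% = median of neutral control wells and 100% = median of positive control wells; inhibitors cause a drop in the FAM fluorescence signal; in these data hits start at about 50%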
RAD52 anneal inh – blocks human RAD52 DNA annealing. P43351. recombinant RAD52 DNA annealing, FRET fluorescence. inhibition, % at 18.7 µM. hit rate 0.46% among 360,000. AID 651710;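 active = every replicate showing at least 50% inhibition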
esBAF inh – inhibitors of esBAF chromatin remodeling in mouse ES cells | hit rate 2% among 350,000 | Bmi1-luciferase knock-in reporter, 24 h; 100% = twice the neutral-well signal | reporter increase, % at 12.5 µM; in the data active = activation above about 40%;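 note: 0% = median of the plate's neutral control wells and 100% = double that signal; a rise in the Bmi1 reporter signal indicates esBAF inhibition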
Xi reactivation – activators of X-chromosome reactivation in mouse fibroblasts; XiGFP mouse fibroblasts, % GFP-positive cells imaging, 3 d; cells co-treated with 5-aza-dC sensitizer; scaled so ellipticine positive control = 100%; activation, % at 7.58 µM; hit rate 0.055% among 360,000; AID 743238;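 active = mean normalized replicate activation at least 10% and every replicate at or above 10%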;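 note: 0% = median of on-plate neutral control wells and 100% = ellipticine 6 µM median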
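Assay system – SV40-immortalized XiGFP fibroblast cells, line 68-5-11 · Buffer or medium – DMEM supplemented with 5-aza-dC as sensitizing agent · Dosing – one concentration, pinned · Benchmarks – positive control ellipticine, 6 µM final · Times – 3 days compound exposure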
S100A4 inh HTS – blocks human S100A4 binding to myosin IIA peptide. AID 652163. P26447. inhibition, % at 10.7 µM. S100A4/TAMRA-MyoIIA peptide fluorescence polarization. hit rate 0.14% among 360,000;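 active = mean inhibition of at least 70% across replicates, with every replicate also reaching that level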
Target sequence (P26447 whole entry, looked up): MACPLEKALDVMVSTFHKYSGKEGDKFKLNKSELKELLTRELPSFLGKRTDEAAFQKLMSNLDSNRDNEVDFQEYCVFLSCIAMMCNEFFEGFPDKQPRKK
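Test system: S100A4 monomer protein; Medium: HEPES pH 7.2 with CaCl2, KCl, NaCl, DTT, Triton; Probe or stimulus: TAMRA-labelled myosin IIA heavy-chain peptide probe, 5 nM; Doses: one dose per compound; Times: polarization read 5 min after assay mix addition, stable 5–60 min; Benchmarks: neutral control DMSO, positive control TFP.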
The depositor's hits bear a star; nt = no result given.

SMILES	E-selectin induc	EWS-Fli inh	FN deposit inh	RAD54 inh	RAD52 anneal inh	esBAF inh	Xi reactivation	S100A4 inh HTS
O=C(/C=C/c1cccs1)N1CCOCC1	-0.1	-12	4	nt	-2	nt	-0.2	7
C[C@@H]1CN([C@H](C)CO)C(=O)c2cc(Br)cnc2O[C@@H]1CN(C)Cc1cccc(F)c1	-0.1	0	-3	-5	10	-4	-0.4	-7
COC(=O)[C@@H]1[C@@H](CO)[C@@H]2Cn3c(ccc(-c4ccccc4)c3=O)[C@@H]2N1C(=O)C1CC1	-0.5	-4	nt	-8	-14	1	0.0	1
Cc1cccc(OCC(=O)Nc2ccncc2)c1	5.5	4	-16	nt	-8	nt	0.3	-1
CO[C@@H]1CN(C)C(=O)c2ccc(NS(=O)(=O)c3cccc(F)c3)cc2OC[C@H](C)N(Cc2cc(F)ccc2F)C[C@@H]1C	-0.2	18	-6	-6	0	1	-0.1	-3
O=C(CSc1nc2ccccc2[nH]1)N1c2ccccc2Sc2ccccc21	nt	0	6	nt	-41	nt	0.0	-8
O=C(Cc1ccccc1)N1CC2(C1)[C@@H](c1ccccc1)[C@@H](CO)N2C(=O)Cc1ccccc1	-0.4	-2	nt	nt	-24	nt	0.1	-1
Cc1ccc(S(=O)(=O)N(C)C[C@@H]2Oc3cc(C4=CCCC4)ccc3S(=O)(=O)N([C@H](C)CO)C[C@@H]2C)cc1	0.0	6	nt	-2	15	5	-0.3	2
O=C(C1CCN(S(=O)(=O)c2cccs2)CC1)N1CCCCC1	-0.7	nt	-3	4	-9	0	0.0	6
O=C(CSc1ccc2nnc(-c3ccccn3)n2n1)Nc1ccc2c(c1)OCCO2	1.2	0	-6	2	-27	-7	0.1	-3
C[C@@H]1CN([C@@H](C)CO)C(=O)c2cc(NS(=O)(=O)c3ccc(F)cc3)ccc2O[C@@H](C)CCCCO[C@H]1CN(C)S(=O)(=O)c1ccc(F)cc1	-0.3	10	-13	-11	nt	-1	0.1	nt
CC(C)OC(=O)Nc1ccc(-c2ccc(NC(=O)OC(C)C)cc2Cl)c(Cl)c1	0.2	-15	3	-6	-5	-1	-0.1	-1
CO[C@H]1CN(C)C(=O)c2ccc(NS(C)(=O)=O)cc2OC[C@@H](C)N(CC2CC2)C[C@H]1C	0.4	10	-5	1	1	2	0.0	-11
O=C(C[C@@H]1CC[C@@H]2[C@H](COC[C@@H](O)CN2CC2CCCC2)O1)NCC1CC1	0.1	3	-8	nt	0	nt	0.2	4
C[C@@H]1CCCCO[C@@H](CN(C)Cc2ccc(C(=O)O)cc2)[C@H](C)CN([C@@H](C)CO)C(=O)c2cc(NC(=O)CCCN(C)C)ccc2O1	-0.2	-1	nt	-3	5	-7	0.0	1
CCN1C[C@@H]2[C@@H]3C(=O)N(C)C(=O)[C@@H]3[C@](CC)(C(=O)OC)N2C1=NCc1ccccc1	0.0	-7	4	-2	-7	-2	0.2	-7
C[C@H]1CN([C@@H](C)CO)C(=O)c2cccc(NC(=O)C3CCOCC3)c2O[C@@H]1CN(C)C(=O)Nc1ccc2c(c1)OCO2	0.0	-17	12	nt	nt	5	-0.2	nt
COc1ccc2c3c([nH]c2c1)[C@@H](CO)N(Cc1nccs1)CC31CN(Cc2cccnc2)C1	-0.3	-21	nt	nt	-78	nt	-0.1	13
CN=C1SC(CC(=O)Nc2ccccc2F)C(=O)N1C (stereo unspecified)	0.3	-4	-4	-1	-13	4	-0.1	-5
O=C(C[C@H]1C[C@@H]2c3cc(NC(=O)NC4CCCC4)ccc3O[C@@H]2[C@@H](CO)O1)NCc1ccc(-c2ccccc2)cc1	-0.1	12	11	4	8	5	0.5	10

Continued (2 carried over from the part before).
SMILES	E-selectin induc	EWS-Fli inh	FN deposit inh	RAD54 inh	RAD52 anneal inh	esBAF inh	Xi reactivation	S100A4 inh HTS
CN=C1SC(CC(=O)Nc2ccccc2F)C(=O)N1C (stereo unspecified)	0.3	-4	-4	-1	-13	4	-0.1	-5
O=C(C[C@H]1C[C@@H]2c3cc(NC(=O)NC4CCCC4)ccc3O[C@@H]2[C@@H](CO)O1)NCc1ccc(-c2ccccc2)cc1	-0.1	12	11	4	8	5	0.5	10
CC(C)CNc1nc(NC(C)(C)C)nc(Oc2ccc(=O)[nH]n2)n1	nt	13	9	-1	-17	6	0.0	6
COc1ccc(-n2nc(C(=O)NCC(=O)N3CCC(C(N)=O)CC3)c3ccccc3c2=O)cc1	nt	-16	-6	-6	1	-1	0.0	-4
CCOC(=O)C1CCCN(C(=O)c2cc(COc3ccc(C)nc3)on2)C1 (stereo unspecified)	-0.6	-52	-1	-5	-13	27	0.1	-2
CCCC1=NN(C(=O)Cc2ccc([N+](=O)[O-])cc2)C(O)(C(F)(F)F)C1 (stereo unspecified)	0.0	21	2	nt	-21	nt	0.0	-10
COCOCCn1cc(CN2CCS(=O)(=O)N(Cc3ccc(-c4ccncc4)cc3)C(CC(C)C)C2=O)nn1 (stereo unspecified)	nt	-2	0	nt	-5	1	0.6	6
COc1cccc(NC(=O)CN2C(=O)CSc3ccc(S(=O)(=O)N4CCCCC4)cc32)c1	nt	nt	4	-9	-7	1	0.4	1
CC(C)Cc1oc(C(=O)O)cc1CN	nt	3	nt	-16	-19	-4	nt	2
C[C@H](CO)N1C[C@H](C)[C@@H](CN(C)Cc2ccc(Oc3ccccc3)cc2)Oc2ccc(NS(=O)(=O)c3cccs3)cc2CC1=O	0.2	13	nt	3	2	6	-1.1	7
Cc1cc(SCC(=O)N2CCN(C(=O)c3ccco3)CC2)c(C)cc1Br	nt	4	6	0	-8	-8	0.2	1
COc1ccc(Nc2ccc(Cl)nn2)cc1	-0.1	-29	-2	-8	-8	14	0.0	-2
CSc1ccccc1NC(=O)c1cc(-c2ccco2)on1	nt	-17	-4	0	-30	28	0.5	1
O=C(CSc1nncn1-c1ccccc1)Nc1cccc(S(=O)(=O)N2CCCCC2)c1	nt	13	-1	nt	0	nt	0.0	0
CC(C)(C)C1COc2ccccc2N1C(=O)c1ccccc1Cl (stereo unspecified)	nt	13	-3	-20	-7	4	0.3	2
Cc1cccc(-c2nc(C)cc(=O)[nH]2)c1	2.6	4	-7	nt	-6	nt	0.1	14
COc1ccc(CCNC(=O)c2cc(=O)c3cc(C)ccc3o2)cc1OC	0.2	6	0	-1	-3	-4	0.2	-7
C[C@H](CO)N1C[C@H](C)[C@H](CN(C)C(=O)NC2CCCC2)Oc2ncc(/C=C/c3ccccc3)cc2C1=O	4.7	1	-15	2	-3	-1	0.4	-2
CN1CC(=O)N(CC(=O)N2CCC(Cc3ccccc3)CC2)C1=O	-0.7	9	-2	9	-4	nt	-0.1	-4
O=C(O)c1cc([N+](=O)[O-])ccc1NCc1ccccn1	0.0	-10	7	-1	-17	0	0.3	-7
O=C(CCSc1ccccc1)NNC(=O)c1ccccc1F	nt	1	nt	nt	-2	-1	-0.1	-2
Cc1cccc(Cn2nnc3ccccc32)c1O	0.0	3	-14	2	-17	1	0.0	3

Complete entries, looked up by structure.
`CSc1ccccc1NC(=O)c1cc(-c2ccco2)on1` reads E-selectin induc = nt; EWS-Fli inh = -17; FN deposit inh = -4; RAD54 inh = 0; RAD52 anneal inh = -30; esBAF inh = 28; Xi reactivation = 0.5; S100A4 inh HTS = 1
`CCOC(=O)C1CCCN(C(=O)c2cc(COc3ccc(C)nc3)on2)C1` (stereo unspecified) reads E-selectin induc = -0.6; EWS-Fli inh = -52; FN deposit inh = -1; RAD54 inh = -5; RAD52 anneal inh = -13; esBAF inh = 27; Xi reactivation = 0.1; S100A4 inh HTS = -2
`O=C(O)c1cc([N+](=O)[O-])ccc1NCc1ccccn1` reads E-selectin induc = 0.0; EWS-Fli inh = -10; FN deposit inh = 7; RAD54 inh = -1; RAD52 anneal inh = -17; esBAF inh = 0; Xi reactivation = 0.3; S100A4 inh HTS = -7

Fetched one by one from the list above:
SMILES	E-selectin induc	EWS-Fli inh	FN deposit inh	RAD54 inh	RAD52 anneal inh	esBAF inh	Xi reactivation	S100A4 inh HTS
O=C(CCSc1ccccc1)NNC(=O)c1ccccc1F	nt	1	nt	nt	-2	-1	-0.1	-2
Cc1cccc(Cn2nnc3ccccc32)c1O	0.0	3	-14	2	-17	1	0.0	3

(list continues)
SMILES	E-selectin induc	EWS-Fli inh	FN deposit inh	RAD54 inh	RAD52 anneal inh	esBAF inh	Xi reactivation	S100A4 inh HTS
O=C(COC(=O)c1ccc(N2CCCC2=O)cc1)c1ccccc1	1.0	-21	4	-8	9	45*	0.0	8
COc1ccc(OC)c(-n2c(=S)[nH]c3c(sc(=S)n3-c3ccccc3)c2=O)c1	nt	-5	-6	nt	-7	nt	0.1	0
CCc1nc2nc(C)c(NS(=O)(=O)c3ccc(C)c(C)c3)c(=O)n2[nH]1	nt	10	-6	-4	-2	-4	0.0	-12
CC(Oc1ncnc2ccccc12)C(=O)Nc1cccc(S(=O)(=O)N2CCOCC2)c1 (stereo unspecified)	nt	1	1	-1	-14	nt	-0.1	1
O=C(Nc1ccccc1)N1CCN(Cc2ccc3c(c2)OCO3)CC1	0.0	-1	-7	-2	-15	11	0.2	-4
O=C1OCCN1C(=O)[C@H]1[C@H](c2ccc(Cl)cc2)C(c2ccc(F)cc2)=NN1c1ccc(Br)cc1	nt	-1	nt	1	-8	6	0.0	5
COc1ccc(S(=O)(=O)Nc2ccc3c(c2)CC(=O)N([C@H](C)CO)C[C@@H](C)[C@@H](CN(C)S(=O)(=O)c2ccc(C)cc2)O3)cc1	-0.4	6	nt	-2	-2	-8	-0.1	-24
